High-throughput results from PubChem BioAssay.
HTR2A ag: mouse Htr2a agonists via beta-arrestin recruitment, primary screen, cell-based, luminescence; 5-hydroxytryptamine receptor 2A (Mus musculus), P35363; CHO-K1 mHTR2A beta-arrestin complementation; percent of 30 µM serotonin response; activation, % at 7.6 µM; 360,000 compounds, 0.66% hits; AID 624169, 2012;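 active = activation above a run cutoff, the mean activation of all tested compounds plus 3 SD, cut at about 14% in these data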;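 also: 0% = plate median of compound wells and 100% = 30 µM serotonin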
Target sequence (P35363 whole entry, looked up): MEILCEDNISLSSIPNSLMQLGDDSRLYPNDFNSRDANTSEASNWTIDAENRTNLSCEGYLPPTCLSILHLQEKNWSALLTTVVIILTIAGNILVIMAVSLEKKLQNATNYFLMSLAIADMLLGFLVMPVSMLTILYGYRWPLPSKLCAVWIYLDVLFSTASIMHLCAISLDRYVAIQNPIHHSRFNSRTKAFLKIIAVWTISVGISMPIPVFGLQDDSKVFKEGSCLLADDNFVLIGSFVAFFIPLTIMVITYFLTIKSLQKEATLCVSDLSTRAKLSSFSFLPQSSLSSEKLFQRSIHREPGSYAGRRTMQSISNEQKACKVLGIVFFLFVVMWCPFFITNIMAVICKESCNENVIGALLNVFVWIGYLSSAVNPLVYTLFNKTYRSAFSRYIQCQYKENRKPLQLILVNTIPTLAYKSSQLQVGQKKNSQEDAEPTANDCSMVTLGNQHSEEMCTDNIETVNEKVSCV
Vif inh: HIV Vif self-association inhibitors, primary screen, imaging, HEK293T, single point | HEK293T cells, Vif self-association by quenched fluorescence, 24 h | inhibition, % at 7.49 µM | 340,000 compounds, 0.35% hits; in the data active = inhibition above about 50%, passing the limit was not always enough; inconclusive = no clear call, values can overlap the other calls; inactive = below about 31%; also: some results filed as inactive read as strong as hits
H9c2 protect: cardioprotection against H2O2-induced cell death, primary screen, uHTS, H9c2 cells, ATPLite luminescence. H9c2 cardiomyocytes, H2O2 injury protection, 2 h. protection from H2O2 cell death, % at 20 µM. AID 588492, 2011. 360,000 compounds, 0.63% hits;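 active = compounds giving at least 50% protection of heart cells from peroxide-induced death in the single-dose screen, raw or plate-pattern-corrected value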;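 also: 0% = DMSO wells with peroxide and 100% = DMSO wells without peroxide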
aDG glyco act: activators of alpha-DG glycosylation, primary screen, uHTS, Pro5-aDG cells, AlphaScreen | alpha-DG glycosylation AlphaScreen (IIH6); 0% Pro5, 100% B10-LARGE cell signal | activation, % at 10 µM | 360,000 compounds, 0.22% hits | AID 624168, 2012;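 active = activation of at least 8% versus controls, or a plate z-score of at least 8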;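 also: Pro5 are CHO cells carrying HIG-tagged alpha-DG that lacks glycosylation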
Glyco luc inh: increase of ERlucT glycosylation luciferase signal, primary screen, N-linked glycosylation inhibitor project, D54 ERlucT cells, luminescence, set 2; D54 ERlucT glycosylation luciferase reporter, 24 h; percent of 100 nM tunicamycin response; reporter increase, % at 12.5 µM; 360,000 compounds, 0.23% hits;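 active = mean luciferase reporter signal, scaled so untreated is 0 and the glycosylation-blocking control 100, at or above a set limit in every replicate; inconclusive = mean reaches the limit but not every replicate does; inactive = mean below the limit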;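 also: luciferase carries N-glycosylation sites so blocking glycosylation raises the light; 0% = median of neutral control wells and 100% = median of 100 nM tunicamycin wells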
CaV13 FRET inh: Disruptors of the CACNA1D IQ motif to Ca2+-dependent inactivation inhibitor domain association, primary screening, Förster resonance energy transfer in intact living …; HEK cells, CFP/YFP FRET ICDI-IQ, plate reader, 10 min; percent FRET-ratio fall versus neutral wells; inhibition, % at 12.3 µM; 340,000 compounds, 0.098% hits;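 active = mean replicate inhibition of at least 30% and at least 1% of replicates passing that level; inconclusive = only one of the two criteria is met; inactive = neither criterion is met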;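 also: 0% = median of the neutral control wells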
PDI inh: inhibitors of human PDI, primary screen, biochemical, turbidity, single point, plate reader; Protein disulfide-isomerase (Homo sapiens), P07237; PDI insulin aggregation turbidity, A650, 90 min; inhibition, % at 10 µM; 350,000 compounds, 0.052% hits;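 active = mean inhibition across replicates of 30% or more, whatever share of single replicates reach that level; inconclusive = mean inhibition below 30% while every single replicate reaches 30%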;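 also: absorbance from insulin aggregation driven by PDI reduction with DTT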
Target sequence (P07237 whole entry, looked up): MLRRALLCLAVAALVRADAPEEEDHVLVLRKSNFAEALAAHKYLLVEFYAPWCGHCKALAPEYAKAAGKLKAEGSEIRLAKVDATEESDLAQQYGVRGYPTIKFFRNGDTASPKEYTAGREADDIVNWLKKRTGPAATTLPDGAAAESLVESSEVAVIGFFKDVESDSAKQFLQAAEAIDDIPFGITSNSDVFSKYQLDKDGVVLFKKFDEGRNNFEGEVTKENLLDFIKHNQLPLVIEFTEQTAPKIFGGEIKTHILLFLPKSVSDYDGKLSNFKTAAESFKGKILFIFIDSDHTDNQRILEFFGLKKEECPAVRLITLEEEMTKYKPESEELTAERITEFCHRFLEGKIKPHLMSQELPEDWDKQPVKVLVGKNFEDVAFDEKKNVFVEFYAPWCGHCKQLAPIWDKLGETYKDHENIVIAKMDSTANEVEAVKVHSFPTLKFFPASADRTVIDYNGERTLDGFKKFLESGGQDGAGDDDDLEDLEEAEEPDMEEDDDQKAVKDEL
ABCB6 inh MLPCN: ABCB6 transporter inhibitors, primary screen, K562-ABCB6 cells, flow cytometry, MLPCN library | ATP-binding cassette sub-family B member 6 (Homo sapiens), Q9NP58 | K562-ABCB6 porphyrin accumulation, 1 h; stronger effect = lower value | fluorescence ratio to DMSO, % at 10 µM | 360,000 compounds, 0.19% hits;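 active = fluorescence ratio to DMSO below 75%, the collection mean minus 3 SD; inconclusive = too few cells collected in the well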;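 also: signal is porphyrin accumulated inside mitochondria; 100% equals median channel fluorescence of DMSO control wells; lower ratio means ABCB6 inhibition with less porphyrin fluorescence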
MC4R antag cAMP: MC4R antagonists of cAMP signaling, primary screen, cell-based, TR-FRET, antagonist arm of biased-ligand search | inhibition, % at 6.5 µM | MC4R-expressing cells, MTII-stimulated cAMP, LANCE TR-FRET | 360,000 compounds, 0.48% hits;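 active = inhibition above its plate's cutoff, the mean of tested wells on that plate plus 3 SD, cut at about 29% in these data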;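 also: 0% = Melanotan II alone and 100% = Melanotan II plus saturating MCL0020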
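System: U2OS-MC4R stable cell line; Technique: Eu-cAMP/anti-cAMP TR-FRET, emission 671 nm; Repeats: single well per compound; Also added: Melanotan II; Dosing: one concentration, 6.5 µM nominal; Schedule: 30-min compound, 1-h challenge, 1-h detection, room temperature.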
MC4R ag barr: MC4R agonists recruiting beta-arrestin, primary screen, cell-based, luminescence, agonist arm of biased-ligand search. Melanocortin receptor 4 (Homo sapiens), P32245. U2OS MC4R beta-arrestin complementation; percent of melanotan II response, DMSO zero. activation, % at 8.9 µM. 360,000 compounds, 0.98% hits. AID 540308, 2011;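 active = activation above a per-plate cutoff, the mean activation of sample wells on that plate plus 3 SD, cut at about 8% in these data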
Active calls of the source: *; ? = inconclusive; nt = no result given.

SMILES	HTR2A ag	Vif inh	H9c2 protect	aDG glyco act	Glyco luc inh	CaV13 FRET inh	PDI inh	ABCB6 inh MLPCN	MC4R antag cAMP	MC4R ag barr
COc1ccccc1N=NNc1ccccc1OC	-8.0	-1.8	0.3	-0.5	2.6	-6.0	0.6	96.0	-13.2	-3.6
O=C(NCCSc1ccccn1)c1ccc(Cl)cc1Cl	-1.5	-5.2	-4.6	0.0	-8.3	-0.6	-0.5	97.0	2.1	-2.9
C[C@@H]1CN([C@@H](C)CO)C(=O)CCCn2nncc2CO[C@@H]1CN(C)S(C)(=O)=O	0.4	-0.4	4.4	-0.1	1.6	-7.3	-3.4	100.0	6.2	-0.8
O=C1NCN(c2ccccc2)C12CCN(c1nnnn1-c1ccccc1)CC2	10.3	11.9	1.3	-0.4	-1.4	-5.2	-13.3	99.0	2.0	2.7
CC(=O)NC(Cc1ccccc1C)C(=O)NC1CCN(C(=O)c2ccc(C)cc2)CC1 (stereo not drawn)	1.6	6.8	9.2	0.5	1.2	2.4	1.7	100.0	14.8	-1.5
CCCCC(=O)NC(c1ccccc1OC)c1ccc2cccnc2c1O (stereo not drawn)	-2.3	-0.7	32.9	-0.4	-11.7	-2.9	-8.1	97.0	-3.1	-1.9
O=C(CN1CCN(C2CCCCC2)CC1)Nc1ccccc1N1CCCCC1	-1.1	-2.1	3.4	-0.5	-4.6	-9.1	-0.9	94.0	-1.4	2.4
O=C(CSc1nccn1-c1ccc(Cl)cc1)N1CCCc2ccccc21	-5.6	-12.6	-1.7	0.3	-6.9	-13.8	3.6	96.0	7.1	1.5
Cc1ccc(-c2[nH]nc(N)c2N=Nc2ccccc2C)cc1	-2.7	1.2	-8.2	-0.5	3.8	-3.6	3.4	105.0	-7.4	-1.4
CCC(C(=O)Nc1cccnc1)n1c(=O)[nH]c2ccccc2c1=O (stereo not drawn)	-0.9	36.3	0.2	-0.2	1.5	-2.3	6.2	99.0	1.1	-3.4
O=C1CC(N2CCOCC2)=NN1c1ccc([N+](=O)[O-])cc1	3.1	-5.5	-10.9	0.0	0.4	-4.3	7.2	108.0	9.4	-2.1
COc1ccccc1NC(=O)c1ccc(NC(=O)C2COc3ccccc3O2)cc1 (stereo not drawn)	2.1	-13.2	13.5	0.1	-5.1	-7.2	-3.8	98.0	1.2	-1.2
Cc1ccc2c(c1)N(CCC(=O)NC1CC1)C(=O)C(C)O2 (stereo not drawn)	2.1	20.8	-4.3	-0.2	0.7	nt	11.3	97.0	0.8	-1.6
Cc1nc2sc(C(c3cccs3)N3CCC4(CC3)OCCO4)c(O)n2n1 (stereo not drawn)	-0.7	-4.2	-1.7	0.1	1.5	-9.2	-4.7	99.0	0.2	0.0
Cc1noc(C)c1COC(=O)C1COc2ccccc2O1 (stereo not drawn)	-1.6	3.5	5.3	-0.1	1.2	-4.7	-3.0	100.0	5.8	-1.9
CC(C)CCn1cnc2c([nH]c3cccc(Cl)c32)c1=O	2.3	-3.2	-5.8	-0.2	-1.4	-4.7	-14.8	96.0	-4.0	9.4*
COc1ccc(OC)c(S(=O)(=O)N(C)CC(=O)Nc2ccc3c(c2)OCCO3)c1	0.4	5.0	-7.4	0.6	3.4	-4.7	-11.2	109.0	10.7	-0.9
COCC#Cc1ccc2c(c1)O[C@@H](CN(C)C(=O)Nc1ccc(OC)cc1)[C@H](C)CN([C@H](C)CO)S2(=O)=O	1.2	-6.1	5.3	0.3	1.9	-6.6	-5.0	92.0	-2.3	-0.8
O=C(CNC(=O)[C@@H]1Cc2ccccc2CN1)NC1CCCCC1	10.4	4.0	-2.0	0.0	1.9	-2.8	4.2	97.0	3.5	-1.2
CCOC(=O)NCc1ccc(Cl)c(Cl)c1	-1.7	0.2	0.7	-0.1	-1.4	-4.5	-3.0	95.0	-7.0	0.2
COc1ccccc1OCCC(=O)OCC(=O)NCc1ccc(Cl)cc1	7.7	3.7	1.1	0.0	1.4	nt	9.9	96.0	-5.4	0.7
O=C(CO/N=C/c1ccc(OC(F)F)cc1)NCc1ccc(F)cc1	-4.4	-4.6	-8.0	1.0	0.6	-7.7	4.1	101.0	-0.8	2.9
O=C(Nc1ccc2oc(-c3ccccc3Cl)nc2c1)c1cncc(Br)c1	4.6	-6.3	-12.1	0.2	8.5	-6.7	-2.4	94.0	3.5	-0.6
CCN(CC)CCNC(=O)c1ccc(NC(=O)c2ccc(S(=O)(=O)N(C)c3ccccc3OC)cc2)cc1	-4.9	17.9	12.0	-0.1	-5.6	-3.0	0.6	95.0	1.2	-0.4
COc1cc(C2C(C(C)=O)=C(O)C(=O)N2CCN(C)C)ccc1O (stereo not drawn)	0.7	-0.1	13.4	-0.3	1.8	-5.4	14.0	98.0	-3.1	-0.2
SMILES	HTR2A ag	Vif inh	H9c2 protect	aDG glyco act	Glyco luc inh	CaV13 FRET inh	PDI inh	ABCB6 inh MLPCN	MC4R antag cAMP	MC4R ag barr
COCCNC(=O)C1(C)CCN(C(=O)c2ccc(OC)c(F)c2)C1 (stereo not drawn)	8.7	8.9	2.6	-0.2	0.7	-4.8	0.5	100.0	10.2	-1.2
COc1ccc(CCNC(=O)c2ccc3c(c2)OCO3)cc1	2.4	-5.1	-3.2	0.2	2.1	-6.8	-3.3	92.0	-2.5	-1.8
O=S(=O)(c1ccc(-c2ccccn2)s1)N1CCC2(CC1)OCCO2	-1.6	-5.5	-8.8	-0.2	0.6	-3.9	5.5	88.0	-2.9	0.0
CCOC(=O)c1ccccc1NC(=O)CSc1nc2ccccc2n1CC(=O)N1CCCC1	0.2	-0.9	7.5	-0.1	0.3	nt	-2.0	107.0	-2.8	-0.3
N#Cc1ccc(OCC(=O)Nc2ccncc2)cc1	4.8	-2.1	-5.7	-0.2	0.5	-3.6	3.5	96.0	12.2	1.6
C=CC1=CCN(S(=O)C(C)(C)C)[C@H]1CCO (stereo partly drawn)	0.2	nt	-2.4	0.2	2.3	-9.1	-3.3	99.0	7.7	-0.9
CCOC(=O)c1[nH]c2ccccc2c1NC(=O)C1CCCCC1	-0.2	2.8	-2.2	0.0	-3.1	nt	-3.4	96.0	5.5	1.8
COc1ccc(-n2cc(C(=O)Nc3cc([N+](=O)[O-])ccc3OC)c3ccccc3c2=O)cc1	0.9	-3.7	3.3	-0.3	-0.1	-14.2	4.3	102.0	-2.2	-2.4
O=C(COc1ccccc1)Nc1cc(S(=O)(=O)N2CCOCC2)ccc1N1CCCC1	-5.3	-3.1	1.7	-0.1	2.7	-2.8	-2.2	95.0	11.7	-5.3
CCCCNC(=O)CS(=O)Cc1nc(-c2cccc(C)c2)oc1C (stereo not drawn)	8.7	1.3	-5.8	0.0	-0.6	5.3	nt	87.0	-1.0	-1.3
C/C=C/c1ccc(OCCCNC(C)CC)c(OC)c1 (stereo not drawn)	-1.4	35.2	-0.3	0.5	-2.1	-8.5	10.7	93.0	3.0	-0.4
Cc1c(N/N=C(\C#N)C(=O)c2ccc(Cl)cc2)c(=O)n(-c2ccccc2)n1C	0.2	7.8	40.5	2.1	-3.3	-21.5	21.0	94.0	-4.1	-4.3
COc1ccccc1N(CC(O)COc1ccccc1C)S(=O)(=O)c1ccccc1 (stereo not drawn)	-1.6	-7.1	-1.3	-0.1	-1.1	-2.9	13.5	98.0	-5.5	2.8
C=C(C)CN(Cc1ccccc1)C(=S)Nc1ccccc1	-2.6	0.7	7.7	0.0	-0.2	-4.4	9.4	99.0	9.7	-2.5
COCCNc1nc(NCc2cnc(C)cn2)c2sccc2n1	10.6	0.8	6.7	-0.3	1.0	-5.1	7.6	95.0	2.8	0.7
O=C(CSc1n[nH]c(-c2ccccc2)n1)Nc1ccccc1O	2.0	4.6	-3.4	0.0	2.5	-4.5	?	101.0	-0.7	0.1
Cc1nn(Cc2ccc(Cl)c(Cl)c2)c(C)c1NC(=O)c1cc(C2CC2)on1	11.4	-17.4	-29.8	0.1	-3.3	-4.5	-12.3	102.0	5.5	-1.3
CCOCC(=O)Nc1cc([N+](=O)[O-])ccc1OC	2.6	-4.3	-0.3	0.1	-1.0	5.0	-10.1	94.0	0.9	-1.3
COc1cc(C(C(=O)NC2CCCC2)N(Cc2ccccc2)C(=O)c2snc(C(N)=O)c2N)ccc1O (stereo not drawn)	-4.5	2.9	15.5	0.0	0.7	-7.5	-0.4	99.0	18.8	1.1
c1ccc(CCn2nnnc2CN2CCCc3ccccc32)cc1	-2.2	-3.8	6.0	0.1	0.7	nt	-1.5	168.0	2.8	-0.1
O=C(/C=C/c1cccc([N+](=O)[O-])c1)OCC(=O)N1CCOCC1	-1.4	18.5	-4.4	0.0	-0.7	-1.1	15.6	91.0	0.7	-3.2
Nc1nnc(SCC(=O)Nc2cccc3ccccc23)s1	2.4	15.6	3.3	-0.1	0.7	-2.8	8.0	95.0	-4.0	-0.7
Cc1ccc(S(=O)(=O)Nc2cc(C(F)(F)F)ccc2N2CCOCC2)cc1C	3.0	-8.6	-5.3	0.5	-4.2	-1.7	2.9	93.0	4.9	1.6
CC(C)c1nc(C(=O)N2CCCC(N3CCN(c4cccc(Cl)c4)CC3)C2)cs1 (stereo not drawn)	-8.1	nt	-1.4	0.0	nt	-5.6	-0.5	92.0	-5.7	-0.5
Cc1cc(C)n(CC(=O)N/N=C/c2cccc([N+](=O)[O-])c2)n1	1.0	-3.7	14.6	0.0	0.5	-3.5	-8.1	93.0	0.5	0.3
COCCCNC(=O)C(=O)NC1CCCCCC1	4.4	8.0	6.4	0.1	-1.4	-18.3	7.6	100.0	-6.3	0.7
Fc1cccc(CSc2nnc3ccc(-c4ccncc4)nn23)c1	-3.2	0.9	10.2	-0.1	-2.7	-3.7	-2.3	107.0	-2.3	0.7
Cc1cc(C)n2nc(C(=O)Nc3ccc4c(c3)OCO4)cc2n1	1.9	19.4	-3.8	-0.1	-9.2	-4.8	-11.7	102.0	0.9	-1.4
